TMEM16A act = activators or potentiators of mouse TMEM16A chloride channel; Q8BHY3; HEK293 TMEM16A/YFP-H148Q/I152L, iodide quench fluorescence; active compounds read low; B-score at 10 µM; 340,000 compounds, 0.3% hits; AID 623877;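 active = fluorescence-ratio B-score plate-corrected deviation score at least 3 library SD below zero, with starting fluorescence score within 5 deviations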;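 note: channel opened by trigger with iodide after compound preincubation; score built on the fluorescence ratio of max minus min over baseline; more negative score means more quench and so TMEM16A activation or potentiation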
Target sequence (Q8BHY3 whole entry, looked up): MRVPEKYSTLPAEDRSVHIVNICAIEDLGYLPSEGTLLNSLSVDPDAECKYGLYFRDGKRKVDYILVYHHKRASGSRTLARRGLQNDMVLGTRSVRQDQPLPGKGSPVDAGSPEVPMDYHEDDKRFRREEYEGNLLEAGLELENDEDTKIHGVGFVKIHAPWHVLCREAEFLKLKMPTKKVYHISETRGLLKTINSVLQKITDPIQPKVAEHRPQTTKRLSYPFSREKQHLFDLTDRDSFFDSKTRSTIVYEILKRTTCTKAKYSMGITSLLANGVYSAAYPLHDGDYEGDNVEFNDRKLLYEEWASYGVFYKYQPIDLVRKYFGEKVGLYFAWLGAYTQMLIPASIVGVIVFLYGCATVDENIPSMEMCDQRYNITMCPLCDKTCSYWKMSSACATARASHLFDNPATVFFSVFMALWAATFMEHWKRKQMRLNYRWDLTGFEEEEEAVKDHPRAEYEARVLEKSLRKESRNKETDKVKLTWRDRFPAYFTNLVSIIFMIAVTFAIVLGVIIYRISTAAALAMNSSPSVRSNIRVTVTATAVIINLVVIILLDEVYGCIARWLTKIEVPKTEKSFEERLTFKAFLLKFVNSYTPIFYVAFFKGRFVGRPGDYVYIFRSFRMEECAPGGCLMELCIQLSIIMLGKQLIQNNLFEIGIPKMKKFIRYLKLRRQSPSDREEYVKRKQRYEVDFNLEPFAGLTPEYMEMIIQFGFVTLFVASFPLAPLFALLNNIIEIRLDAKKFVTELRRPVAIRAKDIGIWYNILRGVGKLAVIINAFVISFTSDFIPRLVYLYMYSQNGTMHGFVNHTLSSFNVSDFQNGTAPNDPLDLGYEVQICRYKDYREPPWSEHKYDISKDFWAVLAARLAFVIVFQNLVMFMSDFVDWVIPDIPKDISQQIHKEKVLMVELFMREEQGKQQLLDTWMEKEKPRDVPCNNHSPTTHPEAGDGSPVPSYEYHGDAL
Calls only; i = inactive.

SMILES	TMEM16A act
O=C(CN1CCN(S(=O)(=O)c2ccc(Br)s2)CC1)N1CCCCC1	i
O=C(COC(=O)c1ccc(F)c(S(=O)(=O)N2CCOCC2)c1)Nc1ccc2c(c1)OCO2	i
Cc1ccc(S(=O)(=O)N(C)c2ccc(OC(=O)c3cc(=O)[nH]c4ccccc34)cc2)cc1	i
O=C(NNC(=O)c1ccncc1)Nc1ccc(N=Nc2ccccc2)cc1	i
CCN(C(=O)COC(=O)/C=C/c1ccco1)C1CCCCC1	i
Cn1c(=O)c2cc(S(=O)(=O)NC(C(=O)NC3CCCCC3)c3ccccc3)ccc2n(C)c1=O (centres undefined)	i
O=C(CN1C(=O)/C(=C2/SC(=S)N(CCS(=O)(=O)O)C2=O)c2ccccc21)Nc1cccc(C(F)(F)F)c1	i
CCN(CC(=O)NCc1ccc(F)cc1)C(=O)COc1ccccc1[N+](=O)[O-]	i
O=C(C[C@@H]1C/C=C\CC[C@H](Cc2ccc(F)cc2)C(=O)OC[C@@H]2CCCN2C1=O)NCCO	i
COc1ccc(C(=O)NCc2ccc(F)cc2)cc1S(=O)(=O)N1CCCC1	i
N#Cc1ccccc1NC(=O)COC(=O)c1c[nH]c2ccccc12	i
O=C(OCC(=O)N1CCCCCC1)c1ccc(Br)c(S(=O)(=O)N2CCOCC2)c1	i
O=C(Cn1c(=O)cnc2ccccc21)NNC(=O)c1ccc(Cl)cc1	i
CC(=O)Nc1ccc(S(=O)(=O)Nc2cccc(S(=O)(=O)N(C)c3ccccc3)c2)cc1	i
C[C@H](NS(=O)(=O)c1ccc2c(c1)OCCCO2)C(=O)N1CCN(Cc2ccccc2)CC1	i
CC1CCc2cc(F)ccc2N1C(=O)CCl (centres undefined)	i
COc1ccc(S(=O)(=O)N2CCN(CC(=O)Nc3sccc3C(N)=O)CC2)cc1OC	i
COc1ccc(C(=O)Nc2ccccc2N2CCOCC2)cc1S(=O)(=O)N1CCCC1	i
Cc1ccc(C)c(OCCC(=O)Nc2ccc(S(=O)(=O)N3CCCC3)cc2)c1	i
COc1cc(CC(=O)OCC(=O)c2ccc[nH]2)cc(OC)c1OC	i
N#CCCN(C(=O)COC(=O)CNS(=O)(=O)c1ccc2ccccc2c1)c1ccccc1	i
CCOC(=O)c1nn(C)c(=S)n(C)c1=O	i
Cc1cc(C(=O)OC(C)C(=O)Nc2cccc(Cl)c2)on1 (centres undefined)	i
Cn1c(O)c(C=NCCCCCC(=O)O)c(=O)n(C)c1=O	i
CCOc1ccccc1OCCCC(=O)NNC(=O)c1nn(C)c(=O)c2ccccc12	i
CCOC(=O)[C@H]1[C@H]2COc3ccccc3[C@@H]2N2C(=O)CNC(=O)[C@@]12C	i
CCOc1cc(N2CCOCC2)c(OCC)cc1NC(=O)CN1C(=O)NC2(CCCCC2C)C1=O (centres undefined)	i
CC(Nc1cccc([N+](=O)[O-])c1)C(=O)Nc1ccc(S(=O)(=O)N2CCCC2)cc1 (centres undefined)	i
N#Cc1ccc(C(=O)N(Cc2ccco2)c2c(N)n(Cc3ccccc3)c(=O)[nH]c2=O)cc1	i
Cn1ncc2c(NCCO)nc(Cl)nc21	i
COc1ccc(CCN2CC(C(=O)OCC(=O)NC(C)c3cccc(Cl)c3)CC2=O)cc1OC (centres undefined)	i
Cc1cccc(C(=O)OCC(=O)NCC2CCCO2)c1O (centres undefined)	i
COc1ccc(S(=O)(=O)N(C)C)cc1NC(=O)C1CCN(c2ncnc3sc(C)c(C)c23)CC1	i
COc1ccccc1OCC(=O)Nc1ccc(N2CCOCC2)cc1N1CCOCC1	i
Cc1ccc(S(=O)(=O)Oc2ccc(/C=N/N=C3/NC(=O)C(CC(=O)O)S3)cc2)cc1 (centres undefined)	i
COc1ccc(CCNC(=O)c2cccc(S(=O)(=O)N3CCCCCC3)c2)cc1	i

Reformatted with values ahead of the structure: entries from further up
TMEM16A act,SMILES
i,COc1ccccc1OCC(=O)Nc1ccc(N2CCOCC2)cc1N1CCOCC1
i,Cc1ccc(S(=O)(=O)Oc2ccc(/C=N/N=C3/NC(=O)C(CC(=O)O)S3)cc2)cc1 (centres undefined)
i,COc1ccc(CCNC(=O)c2cccc(S(=O)(=O)N3CCCCCC3)c2)cc1

Further results:
SMILES	TMEM16A act
O=C(COC(=O)CN1C(=O)C2CCCCC2C1=O)Nc1ccc(F)c(F)c1F (centres undefined)	i
CCCn1c(N)c(N(CCOC)C(=O)CSc2c(Cl)cccc2Cl)c(=O)[nH]c1=O	i
O=C(CN1CCN(S(=O)(=O)c2cccs2)CC1)NCC1CCCCC1	i
Cc1cccc(C(C)C)c1NC(=O)c1ccc(OCC2CCCO2)cc1 (centres undefined)	i
OC(CSc1ccccc1)CN1CCN(c2ccc(Cl)cc2)CC1 (centres undefined)	i
O=C(O)c1cccc(S(=O)(=O)Nc2ccc(-c3ccccc3)cc2)c1	i
CCOc1ccccc1NC(=O)COC(=O)c1ccc2ccccc2n1	i
CN(CC(=O)Nc1ccccc1Cl)C(=O)CCNC(=O)Nc1ccccc1	i
C=CC[C@@H](CC(=O)NCCO)C(=O)NC[C@H](OC(=O)[C@@H](CC=C)Cc1ccc(F)cc1)c1ccccc1	i
C[C@H](CO)N1C[C@H](C)[C@@H](CN(C)Cc2ccc(-c3ccccc3)cc2)Oc2c(NS(=O)(=O)c3cn(C)cn3)cccc2C1=O	i
O=C(C1Cc2ccccc2CN1C(=O)c1ccco1)N1CCN(c2ccccc2)CC1 (centres undefined)	i
CCC(=O)c1ccc(OCC(=O)NNC(=O)c2cc(C)oc2C)cc1	i

4 compounds out of the list, ordered by SMILES length, rising.
SMILES	TMEM16A act
Cn1ncc2c(NCCO)nc(Cl)nc21	i
CC(=O)Nc1ccc(S(=O)(=O)Nc2cccc(S(=O)(=O)N(C)c3ccccc3)c2)cc1	i
Cc1ccc(S(=O)(=O)Oc2ccc(/C=N/N=C3/NC(=O)C(CC(=O)O)S3)cc2)cc1 (centres undefined)	i
C[C@H](CO)N1C[C@H](C)[C@@H](CN(C)Cc2ccc(-c3ccccc3)cc2)Oc2c(NS(=O)(=O)c3cn(C)cn3)cccc2C1=O	i

The results go on.
SMILES	TMEM16A act
O=[N+]([O-])c1ccc(Cl)cc1C=NNc1ccccn1	i
O=C(O)Cc1cccc(=O)c(O)c1C(=O)O	i
COCCN(CC(=O)Nc1cccc(C)c1C)C(=O)Cc1ccsc1	i
Fc1ccccc1-c1nc(-c2ccc(-c3nn[nH]n3)cc2)no1	i
Cc1nnc2c3ccccc3ccn12	i
O=C(CC1Sc2ccccc2NC1=O)NNc1ccc(Cl)cc1Cl (centres undefined)	i
Cc1ccc(S(=O)(=O)N2CCOCC2)cc1NC(=O)COc1cccc(-n2cnnn2)c1	i
CC(=O)Nc1ccc(NC(=O)C(C)OC(=O)c2ccc(S(=O)(=O)N3CCCCC3)cc2)cc1 (centres undefined)	i
COc1ccc(N(CCOc2ccccc2)S(=O)(=O)c2ccccc2)cc1	i
Cc1ccc(S(=O)(=O)N2CCCN(C(=O)CNC(=O)c3cccc(C)c3)CC2)cc1	i
COc1ccc2cc(CCOC3CCCCO3)ncc2c1 (centres undefined)	i
CCN(CCS(=O)(=O)c1ccc(Cl)cc1)Cc1nc2ccccc2c(=O)[nH]1	i
COc1ccc2cc1Oc1ccc(cc1)C[C@H]1c3c(cc(OC)c4c3Oc3c(ccc5c3[C@H](C2)N(C)CC5)O4)CCN1C	i
c1ccc2n[nH]nc2c1	i
S=C(Nc1ccc2nc(-c3ccccn3)c(-c3ccccn3)nc2c1)N1CCCCC1	i
CCOc1ccc(S(=O)(=O)Nc2cc(NS(=O)(=O)c3ccc(OCC)cc3)cc(C(=O)O)c2)cc1	i
COc1cc(C(=O)NNC(=O)C2CCC2)cc(OC)c1OC	i
CCOc1cc(N2CCOCC2)c(OCC)cc1NC(=O)CSc1ccccc1C(=O)O	i
COc1ccc(C2(CO)OC(CO)C(O)C2O)cc1 (centres undefined)	i
CN1CCN(S(=O)(=O)c2ccc(C(F)(F)F)cc2)C(c2ccccc2)C1 (centres undefined)	i
O=S(=O)(Nc1ccc(-c2ccccc2)cc1)c1ccccc1	i
COC(=O)C1CCC(=O)N1C(c1ccc(OC)cc1)c1cc(OC)c(OC)c(OC)c1 (centres undefined)	i
CCCN(C(=O)c1cc(Cl)nc2ccccc12)c1c(N)n(Cc2ccccc2)c(=O)[nH]c1=O	i
Cc1ccc(NC(=O)CN(C)C(=O)c2ccc(NS(=O)(=O)c3ccc4[nH]c(=O)[nH]c4c3)cc2)cc1	i
COc1cc(C(=O)NCC(=O)N2CCN(S(=O)(=O)c3ccccc3C(F)(F)F)CC2)cc(OC)c1OC	i
Cc1ccc(Cl)cc1NS(=O)(=O)c1ccccc1	i
CN(C(=O)COC(=O)c1ccc(Cl)c(S(=O)(=O)N2CCCCC2)c1)C1(C#N)CCCCC1	i
C#CCOCCOCCOCCNc1nc(N2CCOCC2)nc(N2CCN(C(=O)[C@H](CC(N)=O)n3cc([C@@H](N)C(C)C)nn3)CC2)n1	i
Cc1noc(C)c1COc1cccc(C(=O)N(C)Cc2cccs2)c1	i
O=C(C[C@H]1C/C=C\C[C@@H](Cc2ccc(F)cc2)C(=O)OC[C@@H](Cc2c[nH]c3ccccc23)NC1=O)NCCO	i
COc1ccccc1NS(=O)(=O)c1ccc(N2CCOCC2)c(N)c1	i
COc1ccc(C(=O)NNC(=O)Cc2coc3cc(OC)ccc23)cc1	i
COc1cc(-c2ccc3c(=O)c4ccccc4sc3c2)cc(OC)c1OC	i
Nc1ccc2cc3[nH]c4cc(N)ccc4c3nc2c1	i
COC(=O)[C@H](CC(C)C)NS(=O)(=O)N[C@@H](CC(C)C)C(=O)OC	i
COc1ccc(NS(=O)(=O)c2cccc(C(=O)NN=Cc3ccc(OC)cc3OC)c2)cc1	i
CC(=O)N1CCN(C(=O)c2ccc3c(c2)OCO3)CC1	i
Cc1ccc(NC(=O)c2ccc3c(c2)C(=O)N(c2ccccc2C)C3=O)nc1	i
CC(=O)Nc1cccc(NC(=O)CSc2nnc3ccccn23)c1	i
Cc1ccc(NC(=O)n2ccc(-c3ccc(-n4ccnc4)cc3)n2)cc1	i
Cc1ccc(CNC(=O)COC(=O)c2cccnc2Cl)cc1	i
Cc1ccc(S(=O)(=O)N2CCOCC2)cc1NS(=O)(=O)c1ccc(F)c(F)c1	i
CCC(CO)Oc1cc(NCc2cccnc2)c2ncn(C(C)C)c2c1 (centres undefined)	i
O=C(COC(=O)Cc1c(F)cccc1Cl)Nc1ccc2[nH]c(=O)[nH]c2c1	i
N#Cc1cccc(S(=O)(=O)NCc2nnc3ccccn23)c1	i
O=C(CNc1cccc(C(F)(F)F)c1)Nc1cccc(S(=O)(=O)N2CCCC2)c1	i
COCCN(C(=O)COC(=O)CCOc1cc(C)ccc1C)c1c(N)n(Cc2ccccc2)c(=O)[nH]c1=O	i
CCC(C)c1c(NS(=O)(=O)c2ccc(C)cc2)o[nH]c1=O (centres undefined)	i
Nc1ccc2c(c1)C(O)c1ccc(Cl)cc1-2 (centres undefined)	i
COc1cc(CCCN2CCNC[C@@H]2CC2CCCCC2)cc(OC)c1OC	i
CN(C)CCCN1c2ccc3ccccc3c2Sc2cccc(Cl)c21	i
Cc1cc(=O)[nH]c2ccc(Cc3ccccc3)cc12	i
C[C@H](CO)N1C[C@H](C)[C@@H](CN(C)C(=O)Nc2ccccc2)Oc2c(NS(=O)(=O)c3ccc(F)cc3)cccc2C1=O	i
O=C1/C(=C\c2ccccc2)CN(C(=O)CCN2CCCCC2)C/C1=C/c1ccccc1	i
CCNc1nnc(SCC(=O)N2c3ccccc3NC(=O)CC2C)s1 (centres undefined)	i
O=C([C@@H]1CCCN1C(=O)c1cccs1)N1CCN(S(=O)(=O)c2cccc(F)c2)CC1	i
Cc1cc(C(=O)OCC(=O)Nc2ccccc2Cl)c(C)o1	i
CNC(=S)NN=C(C)CCCC(C)=NNC(=S)NC	i
CCN1C[C@@H]2[C@@H]3C(=O)N(C)C(=O)[C@@H]3[C@](C)(C1=O)N2C(=O)c1ccc(F)cc1	i
O=C(C1CC(=O)N(c2ccc3c(c2)OCCO3)C1)N1CCN(Cc2ccccc2F)CC1 (centres undefined)	i

(listing goes on)
SMILES	TMEM16A act
COc1cccc(C2=CC(=O)CC(C)(C)C2)c1	i
COc1ccc([C@H]2CC(=O)C=C(c3cc(C)ccc3F)C2)cc1	i
CC1(C)NC(=O)N(CC(=O)OCC(=O)N2CCN(S(=O)(=O)c3ccccc3)CC2)C1=O	i
COc1ccccc1C(CNC(=O)c1cccc(S(=O)(=O)Nc2ccc(F)cc2)c1)N1CCCC1 (centres undefined)	i
O=C(c1ccccc1)C(O)c1ccccc1 (centres undefined)	i
Cc1sc2ncnc(N3CCC(C(=O)NNC(=O)COc4ccc(Cl)cc4)CC3)c2c1C	i
Cc1cc(C)n2nc(SCC(=O)N3CCCC3)nc2n1	i
Cc1cc(S(=O)(=O)NCCCN2CCOCC2)ccc1Br	i
COc1cc2c(-c3ccc4c(c3)OCO4)c(-c3ccsc3)oc(=O)c2cc1OC	i
CN(CC(=O)NCC1CCCCC1)CC(=O)Nc1ccccc1Br	i
CCn1nnc2cc(C(=O)OCC(=O)N(C)Cc3cccc(F)c3)ccc21	i
Cc1cccc(NC(=O)CSCC(=O)N(C)Cc2ccc(Cl)c(Cl)c2)c1	i

4 records picked at random from the list so far:
SMILES	TMEM16A act
CN(CC(=O)NCC1CCCCC1)CC(=O)Nc1ccccc1Br	i
COc1ccc([C@H]2CC(=O)C=C(c3cc(C)ccc3F)C2)cc1	i
Cc1sc2ncnc(N3CCC(C(=O)NNC(=O)COc4ccc(Cl)cc4)CC3)c2c1C	i
COc1cc2c(-c3ccc4c(c3)OCO4)c(-c3ccsc3)oc(=O)c2cc1OC	i

Later entries.
SMILES	TMEM16A act
O=[N+]([O-])c1cccc(-c2ccc3nnc(SCc4cccnc4)n3n2)c1	i
CCOc1cc(N2CCOCC2)c(OCC)cc1NC(=O)C1=COCCO1	i
COc1ccc2nc(SC(C)C(=O)NC3CCCC3)[nH]c2c1 (centres undefined)	i
COc1ccc(-c2nnc3ccc(SCC(=O)N4CCN(c5ccccc5)CC4)nn23)cc1	i
Cc1[nH]c(SCC(=O)Nc2cc(S(C)(=O)=O)ccc2Cl)nc1Cc1ccccc1	i

Laid out differently: 2 of the compounds above
TMEM16A act | structure
i | COc1ccc(-c2nnc3ccc(SCC(=O)N4CCN(c5ccccc5)CC4)nn23)cc1
i | O=[N+]([O-])c1cccc(-c2ccc3nnc(SCc4cccnc4)n3n2)c1

Bioassay records from PubChem BioAssay.

A portion of the library; count on the stated rates, not on these rows.
